Screening data deposited in PubChem by National Center for Advancing Translational Sciences (NCATS).
AT treatment – qHTS Assay for Identifying a Potential Treatment of Ataxia-Telangiectasia | […] A-T fibroblasts, KAP-1 phosphorylation AlphaLISA; neocarzinostatin DNA damage 30 min before lysis | Potency, µM (highest dose often 57.5 µM), for inactives: at the highest dose activation, actives largely listed as activators | hit rate 0.19% among 320,000 | AID 485349, 2010; further: potency means the concentration at half of the fitted maximal effect; % of control where 0% means no effect; nearly all actives have a fitted effect of over 45% in size
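hTERT-immortalized A-T patient fibroblasts ([…]), 500 cells/well in OPTI-MEM, 1% FBS, got compounds for 60 min, then NCS for 30 min at 37C. Lysates were then assayed for phospho-KAP-1 by AlphaLISA (anti-pKAP1 donor, anti-KAP1 acceptor beads), 6 hr at 25C.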
TCR activator – Activators of T cell receptors: qHTS campaign. primary human leukocytes, anti-CD3, IL-2 HTRF, 48 h. AID 504894, 2011. Potency, µM (top dose mostly 9.22 µM), for the others: at the highest dose activation of IL-2 secretion, hits mostly activators. 330,000 tested, under 10 active; further: % of control where 0% means no effect
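Using a-CD3 beads without co-stimulation, primary human leukocytes were exposed to compounds for 48 hr. An HTRF IL-2 kit measured the cytokine, with europium-to-d2 energy transfer producing emission at 665nm upon 320nm excitation.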
TSHR antagonist – Antagonists of the Thyroid Stimulating Hormone Receptor: HTS campaign; TSHR-expressing cells, TSH-stimulated cAMP HTRF, 2 h; stronger effect = lower value; AID 504810, 2011; hit rate 0.2% among 330,000; activity change, negative = inhibition, % at 11.5 µM;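 active means activity change below a set negative limit, meaning inhibition stronger than a set level, cut at about -70% in these data; inconclusive means activity change between two set negative limits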; further: on the % scale 0 is the no-effect control and ±100 the full control effect
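Freshly harvested TSHR cells receive pin-tooled compound, then EC80 TSH at 4nM final. After 2 hours at 37 deg C, antibody in lysis buffer and cAMP-d2 are added; 30 minutes at ambient temperature precede the HTRF read.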
MBNL1-CUG inh – qHTS Assay for Inhibitors of MBNL1-poly(CUG) RNA binding; hit rate 0.036% among 280,000; TR-FRET MBNL1-His/biotin-(CUG)12 binding, 665/545 ratio; Potency, µM (doses to about 57.5 µM), without a hit: at the top dose activity change, negative = inhibition, most hits filed as inhibitors; Muscleblind-like protein 1 (Homo sapiens), Q9NR56; AID 2675, 2010; active means well fitted inhibition curve with a large enough effect in the signal ratio, with a control signal flat, not every such curve was filed as active; inconclusive means small, poorly fitted or top-dose-only effect, or effect the other way, or a change in a side signal; inactive means no such curve, though single readings can be large or run the other way; the % refers to the signal ratio; further: potency means the concentration at half of the fitted maximal effect; on the % scale 0 is the no-effect control and ±100 the full control effect
Target sequence (Q9NR56 whole entry, looked up): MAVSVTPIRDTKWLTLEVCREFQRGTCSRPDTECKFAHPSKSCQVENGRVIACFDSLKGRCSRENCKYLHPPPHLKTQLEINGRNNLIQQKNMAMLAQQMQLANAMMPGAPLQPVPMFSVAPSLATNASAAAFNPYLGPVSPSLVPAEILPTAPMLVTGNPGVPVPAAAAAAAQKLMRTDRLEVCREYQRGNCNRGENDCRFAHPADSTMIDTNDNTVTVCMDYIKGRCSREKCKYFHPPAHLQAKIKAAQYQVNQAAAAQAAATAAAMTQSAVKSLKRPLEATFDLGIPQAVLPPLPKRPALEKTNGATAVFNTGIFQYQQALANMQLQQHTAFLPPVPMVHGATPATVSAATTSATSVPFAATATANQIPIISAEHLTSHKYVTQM
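His-tagged MBNL1 binding to biotinylated (CUG)12 RNA was measured by TR-FRET using terbium anti-His antibody (0.055 ng/ul final) and streptavidin-XL665 (5 nM final). Compounds were titrated 92 nM to 58 uM; 60 min at room temperature.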
Integrin act MD – qHTS for Activators of Integrin-Mediated Alleviation for Muscular Dystrophy; AID 624291, 2012; hit rate 0.064% among 350,000; Potency, µM (series often up to 38.3 µM), without a hit: at the highest dose activation, hits mostly activators; alpha7betagal myoblasts, beta-gal FDG fluorescence, 48 h;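 further: potency means the concentration at half of the fitted maximal effect; 100% = response of the positive control SU9516; nearly all actives have a fitted effect of over 60% in size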
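Alpha7betagal+/- myoblasts (passage 13) were plated 16-24 hr, then exposed to compounds (1:260 dilution of DMSO stock) for 48 hours at 37C. After MPER lysis, β-galactosidase reporter activity was read as FDG fluorescence (ex 480/em 540) after 30 minutes.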
TSG101-PTAP inh – qHTS Assay for Iinhibitors of HIV-1 Budding by Blocking the Interaction of PTAP/TSG101; Fluorescence polarization, FITC-PTAP peptide / Tsg101 binding; Potency, µM (highest dose often 115 µM), inactives show at the top dose activity change, negative = inhibition, actives largely listed as inhibitors; 340,000 tested, under 10 active; active means well fitted inhibition curve with a large enough effect in the main read-out, with a control signal flat, not every such curve was filed as active; inconclusive means small, poorly fitted or top-dose-only effect, or effect the other way, or a change in a side signal; inactive means no such curve, though single readings can be large or run the other way; further: potency means the concentration at half of the fitted maximal effect; % of control where 0% means no effect
Target sequence (Q99816 whole entry, looked up): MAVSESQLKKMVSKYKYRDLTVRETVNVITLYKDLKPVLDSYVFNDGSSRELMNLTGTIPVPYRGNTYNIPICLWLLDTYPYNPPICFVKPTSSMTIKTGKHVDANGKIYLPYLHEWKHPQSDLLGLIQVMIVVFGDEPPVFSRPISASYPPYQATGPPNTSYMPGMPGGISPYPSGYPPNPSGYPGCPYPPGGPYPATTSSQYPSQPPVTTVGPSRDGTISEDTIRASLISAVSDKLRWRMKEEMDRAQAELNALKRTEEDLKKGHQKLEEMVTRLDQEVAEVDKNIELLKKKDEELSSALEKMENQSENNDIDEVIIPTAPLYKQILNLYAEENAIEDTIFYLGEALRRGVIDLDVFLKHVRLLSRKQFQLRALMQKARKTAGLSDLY
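Fluorescence polarization binding of Tsg101 binding domain (10 uM final) to FITC-labeled PTAP peptide (50 nM final) in HEPES pH 7.5 buffer with NaCl, Tween 20, EDTA, TCEP. Compounds added before peptide; binding 20 min at RT.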
S-ASM inh – Inhibitors of Secretory Acid Sphingomyelinase (S-ASM): qHTS; hit rate 0.006% among 340,000; Potency, µM (highest dose often 57.5 µM), for the others: top-dose activity change, negative = inhibition, most hits filed as inhibitors; Sphingomyelin phosphodiesterase (Homo sapiens), P17405; placental ASM, HMU-PC fluorogenic substrate, 60 min; further: potency means the concentration at half of the fitted maximal effect
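HMU-PC0 cleavage (9 uM final) by human placental ASM, 60 min at 37 °C following 10 min compound exposure at RT; stopped at pH 10, fluorescence Ex 386/Em 447 nm.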
Menin-MLL TR inh – qHTS Assay for Inhibitors Targeting the Menin-MLL Interaction in MLL Related Leukemias: Competition With Texas Red Labeled MLL-derived Mutant Peptide. hit rate 0.23% among 270,000. Menin + Texas Red MLL mutant peptide, fluorescence polarization. Potency, µM (titrated, usually from 61.6 µM), inactives show at the top dose FP activity change, negative = inhibition, actives largely listed as inhibitors. O00255; active means well fitted inhibition curve with a large enough effect in the polarisation, with a control signal flat, not every such curve was filed as active; inconclusive means small, poorly fitted or top-dose-only effect, or effect the other way, or a change in a side signal; inactive means no such curve, though single readings can be large or run the other way; the % refers to the polarisation; further: potency means the concentration at half of the fitted maximal effect; % of control where 0% means no effect; many of its hits are not listed in these tables
MLL CXXC-DNA inh – qHTS Fluorescence Polarization Assay for Inhibitors of MLL CXXC domain - DNA interaction; Histone-lysine N-methyltransferase 2A (Homo sapiens), Q03164; MLL-CXXC / FITC-HOXA9 DNA fluorescence polarization; Potency, µM (titrated, usually from 115 µM), for the others: at the top dose activity change, negative = inhibition, most hits filed as inhibitors; hit rate 0.037% among 290,000; AID 2662, 2010; active means well fitted inhibition curve with a large enough effect in the polarisation, with a control signal flat, not every such curve was filed as active; inconclusive means small, poorly fitted or top-dose-only effect, or effect the other way, or a change in a side signal; inactive means no such curve, though single readings can be large or run the other way; the % refers to the polarisation; further: potency means the concentration at half of the fitted maximal effect
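Fluorescence polarization: 7 uM MLL-CXXC (stock) preincubated 5 min with compounds, then 50 nM fluorescein-HOX-A9 DNA (stock) added; 30 min ambient. Buffer 50 mM Tris-HCl pH 7.5, 50 mM NaCl, 1 mM DTT, 0.05% BSA.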
Mito fusion act – qHTS Assay for Small Molecule Inhibitors of Mitochondrial Division or Activators of Mitochondrial Fusion. hit rate 0.23% among 320,000. S. cerevisiae fusion-defective mutant growth rescue, CellTiterGlo 48 h. AID 485298, 2010. Potency, µM (doses to about 46.1 µM), for the others: at the highest dose growth rescue (activation), usual class: activators;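 further: potency means the concentration at half of the fitted maximal effect; % of control where 0% means no effect; nearly all actives have a fitted effect of over 45% in size; temperature-sensitive fusion mutants such as fzo1-1 at 37 °C on non-fermentable ethanol glycerol medium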
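Luminescent cell viability in 1536-well qHTS format served as the measure of rescued growth in ts fusion-mutant S. cerevisiae cultured on non-fermentable YPEG for 48 hours at 37C.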
Starred values were filed as active, the others as inactive; u = inconclusive; x = no result given; [ ] = dose if it differs, or a comment. Unless noted, the call rests on the fitted dose curve; in most records, active means well fitted curve in the direction sought with a large enough effect; inconclusive means small, poorly fitted or top-dose-only effect, or another doubt; inactive means no such curve, though single readings can be large; an effect the other way counts as inactive or inconclusive. These rows are one share of the data, so the mix of outcomes need not match the whole.

Values run as follows: AT treatment	TCR activator	TSHR antagonist	MBNL1-CUG inh	Integrin act MD	TSG101-PTAP inh	S-ASM inh	Menin-MLL TR inh	MLL CXXC-DNA inh	Mito fusion act
#1 Cc1ccc(C(=O)CCC(=O)NNC(=O)c2ccccc2O)cc1
 : -3%	-1%	-1	x	34%	-4%	7%	x	x	-1%
#2 Cc1cccc(N2CCN(C(=S)c3ccc([N+](=O)[O-])cc3)CC2)c1
 : 0%	-1%[46.1 µM]	-14	u	12%	-4%	-1%	-10%	9%	24%
#3 O=C(c1cc(-c2ccc(Cl)cc2)n(-c2ccc(Cl)cc2)n1)N1CCOCC1
 : 2%	-2%	10	-3%	-9%	-2%	u	u	2%	10%
#4 CN(C)S(=O)(=O)c1cccc(C(=O)N=C2N=C3C=CC(Cl)=CN3Cc3ccccc32)c1
 : 0.71µM*	-1%	30	10%	14%	-5%	-1%	x	0%	-9%
#5 CCOC(=O)C1CCN(C(=O)/C(C)=C\c2ccccc2)CC1
 : 5%	-5%	13	-6%	-3%	-12%	2%	u	u	-2%
#6 O=C1NN(c2ccccc2)C(=O)/C1=C\c1ccc(-c2cc([N+](=O)[O-])ccc2O)o1
 : 1%	3%	-11	1%	-17%	-7%	-9%	u	u	-1%
#7 C=CCn1c(SCc2nc(N)nc(N(C)C)n2)nnc1-c1cccnc1
 : -4%	4%	-5	-2%	28%	-2%	2%	-5%	-6%	0%
#8 CSc1nc(C)c(C(=O)C[n+]2ccccc2C)cc1C#N
 : -2%	-2%	5	x	u	0%	-1%	x	-8%	-4%
#9 O=C(CNC(=O)C1CCCCC1)OCn1nnc2ccccc2c1=O
 : -2%	15%	15	5%	-24%	-4%	-3%	0%	14%	-4%
#10 CCCCC(=O)NNC(=S)NC(=O)c1ccc([N+](=O)[O-])cc1
 : -2%	3%	-4	x	1%	-2%	-4%	5%	30%[activator]	10%
#11 Cc1onc(-c2ccccc2Cl)c1C(=O)N1CCN(S(=O)(=O)c2ccc(F)c(F)c2)CC1
 : x	0%	37	-9%	2%	-4%	x	-19%	7%	2%
#12 Cc1ccc(S(=O)(=O)N(C)C[C@@H]2Oc3ccc(NC(=O)Cn4cnnn4)cc3C(=O)N([C@@H](C)CO)C[C@H]2C)cc1
 : -3%	-6%	6	x	38%	-2%	5%	x	x	x
#13 Cc1ccc(NC(=O)C(C)OC(=O)/C=C/c2ccccc2)cc1S(=O)(=O)N1CCOCC1 (stereo not drawn)
 : 3%	6%	6	x	-30%	0%	-4%	x	x	-2%
#14 COc1ccccc1CN1CC(C(=O)N2CCC(OC)CC2)CCC1=O (stereo not drawn)
 : 12%	-134%	26	-7%	14%	1%	3%	x	-10%	2%
#15 CCCCN(CC)CCNC(=O)CNC(=O)Cn1ccc2ccccc2c1=O
 : -4%	-1%	5	x	-12%	1%	-2%	11%	-4%	3%
#16 CCc1cccc(C)c1NS(=O)(=O)Cc1ccccc1
 : -1%	x	-10	3%	-1%	1%	4%	-11%	-11%	4%
#17 O=C(COC(=O)c1ccc(O)cc1)NC(c1ccccc1)c1ccccc1
 : 0%	-1%	-3	x	-17%	0%	-1%	x	x	x
#18 Cc1cccc2cc(C#N)c(SCC(=O)N3CCC(C)CC3)nc12
 : -2%	-1%	-20	121%[activator]	-6%	-6%	-6%	-5%	4%	3%
#19 OCCNc1nc(N2CCCC2)nc(N2CCCC2)n1
 : -4%	2%[46.1 µM]	-17	-5%	0%	1%	3%	4%	1%	-11%
#20 COc1ccc(OC)c(/C=N/NC(=O)c2cc3c(OC)cc(OC)cc3[nH]2)c1
 : 9%	2%	18	-1%	-8%	-4%	283%[activator]	x	-9%	6%
#21 COc1cccc(NC(=O)CN(C)C(=O)COc2ccccc2Cc2ccccc2)c1
 : 0%	0%	-6	x	17%	-8%	-6%	x	x	13%
#22 Cc1cc(C)c(CN2CCN(C(=O)Cn3cnc4c(OCc5ccccc5)ncnc43)CC2)c(C)c1
 : 9%	-1%	-22	x	-19%	-1%	-1%	x	x	x
#23 CSCCC(NS(=O)(=O)c1ccc2c(c1)OCCO2)C(=O)N(C)Cc1ccc(F)cc1 (stereo not drawn)
 : 3%	-2%	4	x	2%	-4%	-2%	x	x	2%
#24 CSc1ccccc1OCc1cc(C(=O)N2CCCC2c2nonc2C)no1 (stereo not drawn)
 : -1%	-68%	-5	-4%	-12%	-2%	0%	x	5%	-1%
#25 Cc1cc(C)c2[nH]c(=O)c(C(c3nnnn3Cc3ccc4c(c3)OCO4)N3CCCCC3)cc2c1 (stereo not drawn)
 : -1%	0%	4	-3%	-12%	-7%	5%	2%	2%	-5%
#26 COc1ccccc1-n1cc(-c2ccc(C)cc2)[nH]c1=S
 : 1%	-6%	3	-2%	-14%	-1%	-1%	-1%	10%	-39%[inhibitor]
#27 CS(=O)(=O)N1CCN(c2ccccc2[N+](=O)[O-])CC1
 : 2%	0%	10	u	13%	1%	-2%	-3%	-1%	-2%
#28 CCOC(=O)c1ccc(NC(=O)c2nc[nH]c2C(=O)NC2CCN(C(=O)OC(C)(C)C)CC2)cc1
 : -23%	-90%	2	4%	19%	1%	-16%	x	19%	-4%
#29 O=C(O)CCCCCNS(=O)(=O)c1ccc2c(c1)OCCO2
 : 5%	-7%	5	5%	-12%	-3%	-2%	28%	3%	-3%
#30 COc1ccccc1Nc1ncc(-c2cccs2)s1
 : 10%	4%	1	17%	-16%	-3%	-3%	u	1%	-4%
#31 O=C(CN1CC(=O)Nc2ccccc21)Nc1ccc(F)c(F)c1
 : -4%	13%	-9	5%	-23%	-3%	2%	u	39%[activator]	3%
#32 CCN(CC)c1nc2ccccc2nc1C(C#N)C(=O)NCCCOC (stereo not drawn)
 : 3%	6%	-8	u	-5%	-3%	290%[activator]	15%	1%	15%
#33 O=C(OCCN=C1NS(=O)(=O)c2ccccc21)c1ccccc1F
 : -1%	-1%	-3	-3%	-12%	0%	-1%	16%	4%	2%
#34 CC(CCc1ccccc1)NC(=O)[C@@H]1Cc2ccccc2CN1 (stereo partly drawn)
 : 13%	4%	-1	-2%	-10%	-5%	-3%	-21%	-7%	-10%
#35 CCOC(=O)C1CCN(C(=O)c2ccc(Cl)c(S(=O)(=O)N3CCOCC3)c2)CC1
 : 2%	6%	-7	-5%	-1%	-7%	0%	6%	-6%	-1%
#36 c1ccc(C2=Nn3c(Cn4nnc5ccccc54)nnc3SC2)cc1
 : 2%	-6%	-7	0%	-5%	-4%	0%	x	2%	-1%
#37 CCCC(=O)OCCNC(=O)c1cc2ccccc2oc1=O
 : -6%	-2%	-6	u	9%	-6%	-2%	1%	3%	-2%
#38 Cc1cccc(NS(=O)(=O)c2cc(C(=O)N3CCCCCC3)ccc2C)c1
 : -2%	x	1	5%	-21%	1%	1%	-17%	-7%	14%
#39 CC1C(=O)CCN(C(C)(C)C)C1C (stereo not drawn)
 : 2%	0%	1	-5%	-29%	-3%	-3%	-13%	8%	-1%
#40 CCC1(C)Cc2ccccc2-c2nc(NCCO)[nH]c(=O)c21 (stereo not drawn)
 : 2%	0%	9	4%	19%	-2%	36%[activator]	0%	-4%	-3%
#41 O=C(CSc1nnc2ccccn12)NNC(=O)c1cccc([N+](=O)[O-])c1
 : 10%	0%	-5	x	40%	-6%	3%	x	x	-2%
#42 CC(C)c1c(C(=O)N/N=C/C=C/c2ccccc2)nnn1-c1nonc1N
 : 2%	-8%	-14	15%	-53%[inhibitor]	-5%	0%	x	57%[activator]	7%
#43 CCOc1ccc(NC(=O)c2ccc(CSc3nnc(C)s3)cc2)cc1
 : -2%	-5%	-8	9%	3%	-5%	-4%	23%	-8%	-4%
#44 Cc1ccc(N2CC(C(=O)OCc3nnc(-c4ccccc4)o3)CC2=O)cc1 (stereo not drawn)
 : 11%	2%	-7	x	20%	-4%	-2%	x	x	-7%
